Bioassay records deposited in PubChem by National Center for Advancing Translational Sciences (NCATS).
KB-3-1 tox – KB-3-1 parental cell cytotoxicity; hit rate 1.4% among 400,000; AID 1347075; KB-3-1 viability, CellTiter-Glo ATP luminescence, 72 h; Potency, µM (top dose mostly 46.1 µM), inactives show at the highest dose activity change, negative = cytotoxic, actives largely listed as cytotoxic; further: on the % scale 0 is the no-effect control and ±100 the full control effect; nearly all actives have a fitted effect of over 60% in size
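Cells are dispensed, compounds pinned in, plates held at 37 °C for 72 h, then CellTiter-Glo is added and luminescence read after 10 minutes. Cell line: parental KB-3-1 in phenol-red-free DMEM, 10% FBS.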
HT1080-NT tox – kills 2HG-producing HT-1080-NT fibrosarcoma cells. Potency, µM (top dose mostly 46.1 µM), inactives show at the highest dose activity, negative = less viability, actives largely listed as cytotoxic. AID 686970. hit rate 1.6% among 360,000. HT-1080-NT fibrosarcoma viability, CellTiter-Glo ATP luminescence, 48 h;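 further: NT is the 2HG producing partner of a matched IDH1 knockdown line; 0% = DMSO-treated cells and -100% = media-only wells without cells; nearly all actives have a fitted effect of over 55% in size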
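Luminescent CellTiter-Glo readout after 48 hours of compound exposure at 37 degrees C defined viability of HT-1080-NT cells. Activity was normalized to DMSO wells and cell-free media wells; concentration-response curves were fitted and assigned curve classes.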
HT1080 IDH1KD tx – HT-1080 IDH1 knockdown cell toxicity (counter line) | AID 686971 | HT-1080 IDH1 knockdown viability, ATP luminescence, 48 h | Potency, µM (top dose mostly 46.1 µM), without a hit: top-dose activity, negative = toxicity, most hits filed as cytotoxic | hit rate 2% among 360,000;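 further: 0% = DMSO wells and -100% = cell-free medium wells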
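Knockdown cells (IDH1KD HT-1080) received compounds 2 h after plating at 750 cells/well and were kept 48 h at 37 °C in 5% FBS RPMI. A CellTiter-Glo luminescence read gave % activity for curve fitting.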
GLP-1R inv ag – inverse agonists of human GLP-1 receptor | P43220 | HEK293 GLP-1R CRE-luciferase, luminescence, 24 h; GLP-1R form is constitutively active | Potency, µM (series often up to 38.3 µM), for inactives: at the top dose activity change, negative = inhibition, most hits filed as inhibitors | hit rate 1.6% among 410,000 | AID 624417; further: on the % scale 0 is the no-effect control and ±100 the full control effect; nearly all actives have a fitted effect of over 55% in size
Target sequence (P43220 whole entry, looked up): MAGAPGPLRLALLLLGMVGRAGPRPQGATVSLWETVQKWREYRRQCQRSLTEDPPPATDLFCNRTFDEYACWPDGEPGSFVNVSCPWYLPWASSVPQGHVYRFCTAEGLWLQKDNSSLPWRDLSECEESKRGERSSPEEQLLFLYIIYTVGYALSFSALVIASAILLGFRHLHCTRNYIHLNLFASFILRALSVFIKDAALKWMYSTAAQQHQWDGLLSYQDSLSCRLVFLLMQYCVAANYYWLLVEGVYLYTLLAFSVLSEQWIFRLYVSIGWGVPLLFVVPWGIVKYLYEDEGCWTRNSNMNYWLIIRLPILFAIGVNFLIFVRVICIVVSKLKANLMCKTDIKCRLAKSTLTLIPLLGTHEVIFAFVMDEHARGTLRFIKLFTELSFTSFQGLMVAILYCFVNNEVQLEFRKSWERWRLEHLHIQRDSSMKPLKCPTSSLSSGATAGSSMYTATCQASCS
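HEK293 cells stably co-expressing constitutively active GLP-1R and a cAMP-responsive luciferase reporter were seeded in DMEM with 10% Nu serum, given compounds after 12 h, and incubated 24 h at 37 deg C. Luminescence was then read.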
SW480 rereplic – DNA re-replication induction in SW480 cells | Potency, µM (top dose mostly 46.1 µM), without a hit: at the highest dose re-replication activation, usual class: activators | AID 624297 | SW480 DNA re-replication, Hoechst DNA content imaging, 48 h | hit rate 1.8% among 340,000; further: % of control where 0% means no effect; nearly all actives have a fitted effect of over 55% in size
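DNA re-replication was detected as more nuclei of elevated Hoechst intensity after 48 hr exposure to compound (23 nL pinned per well of 250 cells).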
KB-V1 cytotox – KB-V1 MDR subline cytotoxicity. KB-V1 MDR cells viability, CellTiter-Glo, 72 h. Potency, µM (highest dose often 46.1 µM), for inactives: top-dose activity change, negative = cytotoxicity, actives largely listed as cytotoxic. hit rate 3.4% among 400,000. AID 1347076; further: on the % scale 0 is the no-effect control and ±100 the full control effect; nearly all actives have a fitted effect of over 60% in size
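In this primary screen, KB-V1 cells overexpressing P-gp are incubated with library compounds (lowest to highest concentration) for 72 h at 37 degrees C before a luminescent ATP viability read.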
GLP-1R agonist – agonists of human GLP-1 receptor | P43220 | HEK293 GLP-1R CRE-luciferase, luminescence, 4-6 h; cells express a hypersensitive GLP-1R form | Potency, µM (highest dose often 45.6 µM), for the others: at the top dose activation, most hits filed as activators | hit rate 0.007% among 380,000 | AID 624172; further: % of control where 0% means no effect
TDP-43 yeast inh – TDP-43 toxicity inhibition in yeast | hit rate 1.8% among 410,000 | Potency, µM (doses to about 46.1 µM), inactives show top-dose growth rescue (activation), actives largely listed as activators | TDP-43 expressing yeast growth rescue, BacTiter-Glo, 24 h; further: % of control where 0% means no effect; nearly all actives have a fitted effect of over 50% in size
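In this qHTS, compounds that restore growth of yeast expressing TDP-43 appear as activators. Cells (OD600=0.02, galactose medium, raffinose-pregrown) are incubated with compound 24 hr at 30 deg C and growth is quantified by BacTiter-Glo.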
GLP1R cytotox – cytotoxicity counter-screen for GLP-1 receptor inverse agonists; hit rate 0.13% among 410,000; HEK293 cAMP-luciferase reporter cells, luminescence, 24 h; Potency, µM (series often up to 38.3 µM), without a hit: at the highest dose activity change, negative = inhibition, hits mostly inhibitors;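 further: loss of luciferase light is scored as toxicity; on the % scale 0 is the no-effect control and ±100 the full control effect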
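Luminescence readout: signal drop marks cytotoxicity. Plated cells grew 12 h at 37 °C, 5% CO2, received 23 nL compound for 24 h, then got luciferase reagent, read after 12 min at RT.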
* marks the source's active call; other numbers are inactive results; u = inconclusive; x = not tested or not shown; [ ] = another dose, or the depositor's remark. The call rests on the fitted dose curve; in most records, active means well fitted curve in the direction sought with a large enough effect; inconclusive means small, poorly fitted or top-dose-only effect, or another doubt; inactive means no such curve, though single readings can be large; an effect the other way counts as inactive or inconclusive. Potency means the concentration at half of the fitted maximal effect.

The opening two compounds, to show the layout:
smiles	KB-3-1 tox	HT1080-NT tox	HT1080 IDH1KD tx	GLP-1R inv ag	SW480 rereplic	KB-V1 cytotox	GLP-1R agonist	TDP-43 yeast inh	GLP1R cytotox
Cc1ccc(NC(=O)CCC(=O)NNS(=O)(=O)c2ccccc2)c(C)c1	1.3%	17.0%	16.7%	-4.6%	25.3%	0.0%	4.6%	6.9%	64.9%[activator]
CCc1ccc(NC(=O)c2ccc(NS(=O)(=O)c3c(C)noc3C)cc2)cc1	-3.1%	x	x	u	x	26.0%	-0.7%	-3.2%	1.6%

All compounds of this part, from the start:
smiles	KB-3-1 tox	HT1080-NT tox	HT1080 IDH1KD tx	GLP-1R inv ag	SW480 rereplic	KB-V1 cytotox	GLP-1R agonist	TDP-43 yeast inh	GLP1R cytotox
Cc1ccc(NC(=O)CCC(=O)NNS(=O)(=O)c2ccccc2)c(C)c1	1.3%	17.0%	16.7%	-4.6%	25.3%	0.0%	4.6%	6.9%	64.9%[activator]
CCc1ccc(NC(=O)c2ccc(NS(=O)(=O)c3c(C)noc3C)cc2)cc1	-3.1%	x	x	u	x	26.0%	-0.7%	-3.2%	1.6%
N#CC1=C(N)Oc2cc(N)ccc2C1c1ccsc1 (stereo not drawn)	6.5%	3.5%	-2.0%	11.7%	11.8%	6.6%	0.3%	10.7%	-10.6%
Cc1ccc(C)c(N2C(=O)CC(Cc3ccc(Cl)cc3)C2=O)c1 (stereo not drawn)	-4.4%	-0.5%	0.0%	u	u	u	1.1%	u	4.2%
O=C(NCc1ccco1)c1ccc(Cn2c(=O)c3sccc3n(Cc3ccc(F)cc3)c2=O)cc1	3.1%	u	-28.4%	-17.1%	5.1%	-10.9%	-6.4%	5.6%	-17.0%
CN(CC(=O)Nc1cccc(F)c1)S(=O)(=O)c1ccc2c(c1)n(C)c(=O)c(=O)n2C	4.7%	x	x	2.0%	x	u	x	5.7%	-5.7%
Cc1ccc2nc(-c3ccc(NS(=O)(=O)c4ccc(F)c(F)c4)cc3)sc2c1	-6.5%	u	u	u	u	5.1%	-3.6%	25.1µM*	7.9%
COC(=O)[C@]12CCCCC=C1N(Cc1ccc3c(c1)OCO3)C(=O)[C@H](CC(=O)NCc1ccc(OC)c(OC)c1)C2	7.6%	7.6%	3.1%	2.7%	x	-25.9%	x	8.4%	-14.4%
COc1ccccc1CN(C)C(=O)COC(=O)c1cc(C)oc1C	-0.2%	11.4%	8.2%	u	-113.9%[inhibitor]	-3.7%	5.9%	17.0%	3.4%
COc1ccc(C=C2Cc3ccccc3C2=O)cc1	-17.1%	-1.2%	-10.0%	5.1%	x	u	6.8%	19.8%	-5.2%
O=C(COC(=O)COc1ccc2ccccc2c1)Nc1cc(C(F)(F)F)ccc1N1CCOCC1	4.1%	3.5%	-0.7%	0.2%	u	u	5.1%	-12.1%	0.5%
O=C(N/N=C\c1c(O)ccc2ccccc12)c1ccc(S(=O)(=O)N2CCCCC2)cc1	0.0%	u	u	u	u	0.0%	1.4%	-2.8%	-31.8%
COc1cc(C(=O)OCCCOC(=O)c2cc(OC)c(OC)c(OC)c2)cc(OC)c1OC	x	7.2%	-15.6%	6.9%	4.3%	x	13.3%	-0.9%	8.5%
CC(C)[C@H](NC(=O)c1ccco1)C(=O)OCC(=O)N1CC(=O)Nc2ccccc21	2.5%	9.6%	13.7%	-14.9%	-14.1%	-2.1%	-4.0%	-11.2%	1.9%
O=C(NCc1ccccc1)c1ccc(Cl)c(NC2=NC3CS(=O)(=O)CC3S2)c1 (stereo not drawn)	0.0%	-1.0%	-3.4%	8.5%	2.3%	1.4%	4.1%	-2.7%	2.0%
O=S1(=O)CCN(Cc2ccccc2Cl)CC1	-4.6%	-3.1%	-2.2%	-6.9%	-0.7%	-19.2%	-1.3%	25.3%	5.4%
CCOC(=O)c1sc2ccccc2c1OC(=O)c1ccccc1	-6.2%	9.8%	8.9%	u	0.4%	-4.9%	-12.6%	6.7%	-30.9%
COc1ccc(C(=O)Nc2ccc(OC)c(OC)c2)cc1	-9.9%	-9.5%[9.24 µM]	-15.5%	0.0%	-4.1%	18.8%	-0.3%	-13.7%	-3.2%
CSc1ccc(NC(=O)N2CCN(c3nc4ccccc4s3)CC2)cc1	u	2.2%	-5.0%	-4.1%	1.8%	2.59µM*	-10.9%	-12.9%	-12.0%
CC(C)CCCN1C(Nc2ccccc2)=NC[C@@H]1CC(C)C	-3.8%	-0.7%	0.1%	-21.3%	1.3%	0.0%	6.5%	19.8%	-23.9%
Cc1ccc(CSCCNC(=O)/C=C/c2ccccc2Cl)cc1	-0.6%	5.8%	-2.0%	u	-0.9%	-14.0%	-0.7%	-13.0%	-4.4%
Cc1cc(C)cc(NC(=S)N2CCC(C(=O)c3ccc(F)cc3)CC2)c1	-0.4%	0.3%	-2.6%	8.7%	0.8%	13.5%	-1.3%	-6.9%	-5.1%
COc1ccc2nc(SCC(=O)NC3CC3)c(C#N)cc2c1	28.1%	20.4%	7.9%	33.2%	-21.8%	6.9%	16.9%	-4.4%	6.5%
COc1cc(OC)cc(C(=O)NC2CCSc3ccccc32)c1 (stereo not drawn)	25.8%	-1.4%	-7.5%	-22.3%	-2.7%	-1.1%	2.4%	u	-19.6%
COc1ccc(S(=O)(=O)NCCS(=O)(=O)N2CCN(c3ccccc3)CC2)cc1C	-19.5%	x	x	-11.4%	x	-24.1%	-0.7%	1.7%	0.1%

Quoted from the listing.
O=C(COC(=O)COc1ccc2ccccc2c1)Nc1cc(C(F)(F)F)ccc1N1CCOCC1 in GLP-1R agonist reads 5.1%
O=C(NCc1ccccc1)c1ccc(Cl)c(NC2=NC3CS(=O)(=O)CC3S2)c1 (stereo not drawn) in GLP1R cytotox reads 2.0%
Cc1ccc2nc(-c3ccc(NS(=O)(=O)c4ccc(F)c(F)c4)cc3)sc2c1 in GLP-1R agonist reads -3.6%
N#CC1=C(N)Oc2cc(N)ccc2C1c1ccsc1 (stereo not drawn) in HT1080 IDH1KD tx reads -2.0%

(listing goes on)
smiles	KB-3-1 tox	HT1080-NT tox	HT1080 IDH1KD tx	GLP-1R inv ag	SW480 rereplic	KB-V1 cytotox	GLP-1R agonist	TDP-43 yeast inh	GLP1R cytotox
Cc1nc(-c2ccccc2)cs1	1.5%	5.9%	-1.1%	2.3%	0.4%	-1.0%	-16.1%	0.0%	0.9%
O=C(NCC1CCCO1)c1ccc2c(c1)OCO2 (stereo not drawn)	7.6%	-5.2%	4.9%[9.24 µM]	5.6%	4.4%	11.4%	4.3%	-16.9%	2.0%
CCc1ccc(C(=O)Cc2cc3cccc(OC)c3oc2=O)cc1	0.1%	-0.5%	0.0%	13.7%	-10.7%	-10.2%	25.8%	10.9%	-2.4%
Cc1nc(Nc2ccc(S(=O)(=O)N3CCCCC3C)cc2)c2nnn(Cc3ccccc3)c2n1 (stereo not drawn)	16.4µM*	-0.7%	20.7%	-28.0%	5.4%	2.31µM*	-4.8%	9.8%	-2.3%
O=C(c1cc(Cl)nc2ccccc12)N(Cc1nnc(-c2ccc(Cl)cc2)o1)C1CC1	1.2%	-8.5%	-1.3%	6.9%	-4.3%	u	8.0%	8.4%	-2.1%
CCOC(=O)C1(Cc2cccc(Cl)c2)CCCN(C(=O)c2ccc(C)nc2)C1 (stereo not drawn)	-1.4%	-9.4%	-5.5%	-19.2%	2.5%	u	2.7%	-11.2%	-7.5%
CCOc1ccccc1NC(=O)CCC(=O)O	-5.9%	-6.5%	11.1%	-4.4%	-32.7%	0.2%	-0.7%	-14.2%	-13.2%
CCOc1ccc(C(=O)NC(C)C2COc3ccccc3O2)cc1 (stereo not drawn)	-16.9%	4.4%	1.0%	-26.0%	-3.4%	-26.1%	9.5%	27.9%	-7.6%
Cc1[nH]n(-c2ccccc2)c(=O)c1C(C[N+](=O)[O-])c1ccc(Cl)cc1 (stereo not drawn)	-2.4%	u	-21.9%	u	16.4µM*	-4.3%	1.0%	12.0%	4.3%
COc1ccccc1-n1c(SCC(=O)O)nc2c(sc(=S)n2-c2ccc(C)c(C)c2)c1=O	4.6%	4.0%	5.4%	u	9.4%	u	-2.0%	-4.1%	-6.5%
Cc1cc(C(=O)CN2C(=O)c3ccccc3S2(=O)=O)c(C)n1-c1ccccc1	9.0%	0.7%	-7.2%	1.41µM*	2.3%	-1.0%	-17.0%	u	8.4%
Cc1cc(NC(=O)NC(=O)c2ccccc2NC(=O)C(C)N)ccc1Oc1ncc(Br)cn1 (stereo not drawn)	0.231µM*	u	0.092µM*	u	2.91µM*	0.731µM*	-2.3%	13.9%	u
O=C(/C=C/c1ccco1)Nc1cccnc1Cl	-12.4%	-4.0%	-0.7%	9.3%	6.3%	-6.1%	-7.0%	17.9%	-3.4%
COc1ccc(/C=C(/NC(=O)c2ccc(Br)cc2)C(=O)N2CCOCC2)cc1	17.3%	9.6%	4.0%	u	1.2%	u	-0.9%	-0.5%	4.3%
CCCCCC(=O)NCc1c(C(F)(F)F)nn(C)c1N1CCOCC1	-3.2%	-14.0%	2.5%	-7.8%	-9.5%	-28.9%	2.4%	4.8%[9.22 µM]	-4.8%
CC(C)(C)[C@H]1C=C(C(N)=O)O[C@@H](OCCCCO)C1	0.0%	0.3%	-6.7%	3.4%	u	-18.1%	-2.5%	-2.6%	1.2%
Cc1cc(NC(=O)C2CC(c3ccc(F)cc3)=NO2)n(-c2ccccc2)n1 (stereo not drawn)	-2.7%	0.7%	3.3%	3.0%	-3.5%	0.0%	13.0%	3.6%	0.1%
